Bioassay records deposited in PubChem BioAssay by several laboratories.
PABP1 MLLE inh: blocks PAM2 peptide binding to the PABP1 MLLE domain. GST-MLLE / FITC-PAM2 fluorescence polarization. inhibition, % at 20 µM. 360,000 tested, 0.36% active; in the data active = inhibition above about 35%, passing the limit was not always enough;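 also: plate controls were DMSO wells with GST-MLLE for no effect and wells lacking GST-MLLE protein for full effect; some results filed as inactive read as strong as hits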
FAS TE block: FAS thioesterase (human) inhibition; recombinant FAS-TE, OMFH fluorogenic substrate, fluorescence endpoint; inhibition, % at 15 µM; AID 602261; 360,000 tested, 0.67% active; P49327;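 active = compounds whose normalised, plate-corrected inhibition of enzyme fluorescence in the single-dose primary screen is 50% or more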;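 also: 0% = DMSO with enzyme and 100% = substrate without enzyme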
TbMetRS inhib: blocks T. brucei methionyl-tRNA synthetase activity | purified T. brucei MetRS, ATP depletion, Kinase-Glo luminescence | inhibition, % at 11.9 µM | 360,000 tested, 0.4% active;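 active = inhibition above a per-plate cutoff of the control wells' mean inhibition plus 3 SD, cut at about 5.5% in these data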;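 also: 0% = DMSO wells median and 100% = median of wells with control inhibitor compound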
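technique = Kinase-Glo luminescence, ATP depletion format | system = purified MetRS (methionyl-tRNA synthetase) enzyme from Trypanosoma brucei | timing = 15 min preincubation, 2 h reaction, all 25 °C | evaluation = percent inhibition versus plate control medians | dosing = single dose, 11.9 µM final nominal, 0.9% final DMSO | also added = substrates ATP, L-methionine and bulk Escherichia coli tRNA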
Neddyl block: cullin neddylation inhibition; TR-FRET cullin neddylation, biochemical; calls only at 25 µM; 360,000 tested, 0.58% active; AID 651699; in the data active = inhibition above about 36%
CSN deneddyl inh: inhibitors of human CSN-mediated cullin deneddylation. Q92905. Purified CSN, SCF-Nedd8-OG deneddylation, fluorescence polarization. inhibition, % at 12.5 µM. 360,000 tested, 0.38% active. AID 651999;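 active = pattern-corrected inhibition above about 35%, with an unprinted fluorescence ratio check between 0.5 and 1.5, limit read from the data, passing the limit was not always enough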;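 also: 0% = enzyme with substrate and 100% = substrate without enzyme; some results filed as inactive read as strong as hits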
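Material: purified human Csn5 enzyme expressed in HEK293T cells / Medium: Tris buffer pH 7.5, NaCl, DTT, Tween-20, trehalose, ovalbumin / Compound dosing: 12.5 µM single point / Schedule: 90 min incubation of compound, enzyme and substrate at room temperature / Signal: fluorescence polarization of the substrate / Control set: no-enzyme wells high, enzyme-with-substrate wells low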
MsrA inhibitor: inhibits bovine methionine sulfoxide reductase A | AID 651718 | inhibition, % at 15.5 µM | purified bovine MsrA, absorbance read-out | 360,000 tested, 0.75% active; in the data active = inhibition above about 4.5%;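 also: 0% = vehicle wells with enzyme and 100% = reference inhibitor wells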
bovine MsrA act: bovine methionine sulfoxide reductase A activation; purified bovine MsrA, absorbance read-out; activation, % at 10.6 µM; 360,000 tested, 0.3% active; in the data active = activation above about 7.5%;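 also: 0% = vehicle and 100% = reference activator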
Rin1-Abl PPI inh: human Rin1-Abl interaction inhibition; P00519+Q13671; TR-FRET Rin1/Abl binding, biochemical; inhibition, % at 7.35 µM; 360,000 tested, 0.4% active; AID 588664; in the data active = inhibition above about 5%, passing the limit was not always enough
eLon inh: inhibitors of E. coli Lon protease | P0A9M0 | purified E. coli Lon protease, fluorescence polarization | inhibition, % at 7.94 µM | 360,000 tested, 0.42% active; in the data active = inhibition above about 13%, passing the limit was not always enough;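 also: 0% = enzyme with probe and DMSO and 100% = no enzyme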
* hit, by the source's call; i = inactive; / = no result given.

SMILES	PABP1 MLLE inh	FAS TE block	TbMetRS inhib	Neddyl block	CSN deneddyl inh	MsrA inhibitor	bovine MsrA act	Rin1-Abl PPI inh	eLon inh
CCN1CCN(CCCNC(=O)CCc2nc(-c3ccc(OC)cc3)no2)CC1	-17	-7	-0.3	i	2	-0.4	-1	8	-3
CCC(C)[C@H](NC(=O)C1CC(=O)N(c2ccc3c(c2)OCCO3)C1)C(=O)NC1CCCC1 (some centres not stated)	-5	-2	0.2	i	-1	0.3	2	8	-1
O=c1[nH]c(=O)c2cc3ccccc3nc2[nH]1	0	-3	-0.3	/	-2	0.1	0	-3	-14
O=C(CSc1nc2ccccc2c(=O)n1-c1ccc(F)cc1)Nc1ccc2c(c1)CCC2	-5	48	2.1	i	-2	-1.1	0	-2	3
O=C(c1ccccc1)c1ccc(Oc2ccc(C(=O)O)c(C(=O)O)c2)cc1	5	-5	0.0	i	3	0.1	-3	0	-7
O=C(c1ccc([N+](=O)[O-])cc1[N+](=O)[O-])N1CCCC1	1	-2	-0.8	i	2	0.8	2	-6	-8
O=S(=O)(c1cccc(Cl)c1)N1CCC(c2nc3ccccc3[nH]2)CC1	-11	0	1.0	i	2	-1.2	-1	-1	0
O=C(COC(=O)c1cccnc1Cl)Nc1ccc2c(c1)OCO2	-4	-1	0.1	i	10	-0.5	-2	3	-1
COc1ccccc1CNC(=O)Cc1csc(NC(=O)Nc2ccccc2OC)n1	-9	4	-0.2	i	-2	-0.9	-1	-1	-7
O=C(COC(=O)C1CCN(S(=O)(=O)c2cccc3cccnc23)CC1)c1ccccc1	13	20	-0.2	i	-1	1.0	0	-2	-10
O=C(NCC1CCCO1)c1cccc2ccccc12 (configuration not stated)	0	-4	0.0	i	-3	1.2	1	3	9
O=C(c1ccc(S(=O)(=O)N2CCOCC2)cc1)N(c1ccccn1)C1CCCCC1	9	-5	-0.8	i	2	-0.3	-12	0	4
S=c1[nH]ncn1/N=C/c1ccccn1	-31	-7	-0.1	i	-5	1.3	3	-2	-9
O=C(c1ccccc1SCc1ccc(F)cc1)N1CCOCC1	11	-2	-0.4	i	-4	-0.8	-4	1	-1
CCOc1ccc(NCc2nnc(SCC(=O)Nc3cc(C)on3)n2-c2ccccc2OC)cc1	-15	0	-1.3	i	3	/	-8	1	5
CN(C)c1nc2sc3c(c2c(=O)n1C)CC(C)(C)OC3	-7	-4	-0.6	i	-1	0.8	-7	-2	1
O=C(NNC(=S)Nc1ccccc1)c1ccc(O)cc1	5	-5	0.0	i	-3	2.9	1	2	-2
COC(=O)[C@H](Cc1c[nH]c2ccccc12)NC(=O)NCc1ccc(OC)c(OC)c1	-3	-6	-0.1	i	-4	0.5	-9	-2	-8
O=C(CNC(=O)c1ccc(Cl)cc1)Nc1ccccc1C(F)(F)F	-7	-2	0.4	i	-4	1.0	-2	-1	-4
O=C(NC(c1ccc2c(c1)OCO2)c1ccccn1)C1CCN(CCOc2ccccc2)CC1 (configuration not stated)	0	-2	-0.1	i	0	-1.7	-3	-1	-5
Cc1[nH]c2ccccc2c1C(=O)CN1CCCCC1C (configuration not stated)	-55	-1	0.2	i	-2	0.1	0	-3	2
O=C(NCC(O)c1nc2ccccc2[nH]1)c1ccc(Br)cc1 (configuration not stated)	-4	-8	21*	i	1	-0.7	-1	6	-2
O=C(NC1CC1)C(=O)c1c[nH]c2ccccc12	-5	-3	0.1	i	0	3.6	-2	2	-4
Cc1cc2c(c(=O)o1)C(CC(C)C)C(C#N)=C(N)O2 (configuration not stated)	8	-7	-1.3	i	0	0.1	-6	1	0

A draw from above in order of number of heavy atoms, largest number first.
SMILES	PABP1 MLLE inh	FAS TE block	TbMetRS inhib	Neddyl block	CSN deneddyl inh	MsrA inhibitor	bovine MsrA act	Rin1-Abl PPI inh	eLon inh
O=C(CSc1nc2ccccc2c(=O)n1-c1ccc(F)cc1)Nc1ccc2c(c1)CCC2	-5	48	2.1	i	-2	-1.1	0	-2	3
O=C(c1ccccc1)c1ccc(Oc2ccc(C(=O)O)c(C(=O)O)c2)cc1	5	-5	0.0	i	3	0.1	-3	0	-7
O=S(=O)(c1cccc(Cl)c1)N1CCC(c2nc3ccccc3[nH]2)CC1	-11	0	1.0	i	2	-1.2	-1	-1	0
Cc1cc2c(c(=O)o1)C(CC(C)C)C(C#N)=C(N)O2 (configuration not stated)	8	-7	-1.3	i	0	0.1	-6	1	0

(next part)
SMILES	PABP1 MLLE inh	FAS TE block	TbMetRS inhib	Neddyl block	CSN deneddyl inh	MsrA inhibitor	bovine MsrA act	Rin1-Abl PPI inh	eLon inh
Cc1cc(C)cc(NC(=S)NCCN2CCOCC2)c1	-3	-8	-0.2	i	1	-0.2	3	1	-1
Cc1ccc(/C(O)=C2\C(=O)C(=O)N(CC(C)O)C2c2cccc(F)c2)cc1 (configuration not stated)	3	-4	-0.7	i	1	1.8	-1	-2	0
Cc1cc(NCc2ccccc2)c2ccccc2n1	-5	-4	-0.2	i	-6	1.1	-2	-3	5
O=C(NCCCN1CCOCC1)c1ccc(N2CCOCC2)c([N+](=O)[O-])c1	5	-8	-0.3	i	1	0.1	-4	-7	-6
CCn1c(SCC(=O)N2CCCc3ccccc32)nc2c(c1=O)SC(C)C2 (configuration not stated)	0	5	0.3	i	-9	1.6	-1	0	4
CCN(C[C@H]1N[C@@](C)(C(=O)OC)[C@H]2C(=O)N(Cc3ccccc3)C(=O)[C@@H]12)S(=O)(=O)c1ccc(F)cc1	-5	-5	-0.8	i	2	-1.1	5	0	-6
CCc1c(C)nc(N2CCN(c3ccc(F)cc3)CC2)[nH]c1=O	-4	-4	0.0	i	-6	0.1	-2	-3	2
Cc1ccc2cc(C3CC(c4ccco4)=NN3S(C)(=O)=O)c(Cl)nc2c1 (configuration not stated)	-18	2	0.2	i	2	-0.2	-2	1	5
CC1(C)CC(=O)C(C=NCCN2CCN(CCCCS(=O)(=O)O)CC2)=C(O)C1	8	-12	0.4	i	4	-1.0	0	3	-2
COC(=O)COc1ccc(/C=N/NS(=O)(=O)c2ccccc2)cc1	-51	-4	-1.6	i	2	1.2	-4	-1	-4
Cc1ccc2oc(=O)c3cnn(CC(=O)NCCN4CCOCC4)c3c2c1	1	-5	-0.4	i	6	-0.2	-1	-4	1
CCC(C)n1c(SCC(=O)Nc2cc(C(C)(C)C)nn2-c2ccccc2)nc2ccccc2c1=O (configuration not stated)	-8	24	-0.1	i	1	1.4	0	2	1
N#CC1=C(SCc2ccccc2Cl)NC(=O)C(C(N)=O)C1 (configuration not stated)	1	-9	-0.6	i	-2	0.0	-3	4	2
COc1cc(Cl)ccc1OC1(C)CCN(Cc2ccc(-c3ccccn3)cc2)C1 (configuration not stated)	-7	9	0.4	i	-4	-0.6	-5	-2	1
COCCn1c(SCC(=O)NCc2ccco2)nnc1-c1c[nH]c2ccccc12	-29	-3	1.9	i	4	-0.3	-2	1	4
O=C(NNC1=NCCCCC1)c1ccccc1	2	-7	-0.1	i	4	-0.1	-4	-4	-9
CC(=O)c1cccc(CN2CCCC(C(=O)Nc3cccc(-n4cccn4)c3)C2)c1 (configuration not stated)	-7	1	2.2	i	0	0.5	-4	-2	8
COc1ccc(-c2ccc(S(=O)(=O)NCC3CCCO3)cc2)cc1 (configuration not stated)	9	-6	0.3	i	1	/	-5	2	3
Cn1c(SCC(=O)NC(=O)NCc2ccccc2)nnc1C(F)(F)F	6	-9	-0.3	i	-2	0.6	-2	2	5
CCCCN(C(=O)c1ccc(C)cc1)c1c(N)n(CCC)c(=O)[nH]c1=O	-6	-7	-0.1	i	-4	-0.5	-3	1	0
CC(NC(=O)c1ccco1)c1ccc2c(c1)OCCO2 (configuration not stated)	-8	0	-0.1	i	6	-0.9	1	-2	0
CCCCN(CC)Cc1c(O)ccc2c3c(c(=O)oc12)CCC3	-1	-1	-0.1	/	4	2.3	-3	0	0
Fc1ccccc1C(c1nnnn1Cc1ccc2c(c1)OCO2)N1CCN(Cc2ccccc2)CC1 (configuration not stated)	-4	20	0.0	i	0	-0.3	0	-4	-4
Cc1nc2ccc([N+](=O)[O-])cc2c(=O)n1Cc1ccc(Br)cc1	-1	93*	-0.5	i	-2	-0.4	-4	-1	-4
Cc1cc(C)nc(N2CCC(C(=O)NNC(=O)c3ccccc3)CC2)n1	-5	-4	0.0	i	4	1.3	-5	1	5
CN1CCN(S(=O)(=O)c2ccc(NC(=S)NC(=O)C3CC3)cc2)CC1	28	-10	0.2	i	-5	2.7	-5	-2	1
CCCNS(=O)(=O)c1ccc(CCC(=O)Nc2ccc3c(c2)OCCO3)cc1	8	-4	-0.5	i	-4	0.4	0	3	-2
O=C(Nc1ccccc1)C1=C[C@@H](c2ccc(C(F)(F)F)cc2)C[C@@H](OCc2ccc(CO)cc2)O1	11	28	-0.5	i	-1	0.6	-1	-3	7
COc1ccc(-c2cn(Cc3ccc(C(=O)NCc4ccc(C)cc4)cc3)c(C(C)N)n2)cc1 (configuration not stated)	3	-24	0.1	i	3	-0.4	0	2	-16
CC(OC(=O)Cn1[nH]c(=O)c2ccccc2c1=O)C(=O)Nc1ccc(F)cc1Cl (configuration not stated)	-13	-3	0.0	i	-8	-0.9	-2	3	-3
Cc1ccc(S(=O)(=O)N2CCCC(C(=O)Nc3ccc(NC(=O)c4ccccn4)cc3)C2)cc1 (configuration not stated)	2	-3	-1.0	/	5	0.0	-10	-5	-6
COC(=O)[C@H](Cc1ccccc1)NC(=O)C1(OC(C)=O)CC(OC(C)=O)C(OC(C)=O)C(OC(C)=O)C1 (some centres not stated)	2	1	-0.9	i	1	-0.2	-10	1	-1
COc1ccc(CCNC(=O)Cn2cnc3c(nnn3Cc3ccccc3F)c2=O)cc1OC	8	-2	-0.9	i	-2	-0.6	-2	4	-7
COc1ccc(NC(=O)C2CC(c3ccc(OC)c(OC)c3)=NO2)cc1OC (configuration not stated)	-6	-5	-0.4	i	3	-1.4	-5	0	-5
O=C(Nc1ccc2c(c1)OCO2)c1cnn2c(C(F)(F)F)cc(-c3ccco3)nc12	1	21	-0.6	i	-1	0.4	-2	-1	-5
COc1cccc(C2c3[nH]c4ccccc4c3CCN2C(=O)Cn2cncn2)c1OC (configuration not stated)	1	-4	0.4	i	-18	2.4	-1	7	9
CN(Cc1nc(-c2ccc(C(F)(F)F)cc2)no1)C1CCOCC1	7	-7	-0.5	i	-4	0.2	-1	3	-1
Cc1ccc(NC2=NC(c3ccc(C)cc3)n3c(nc(C)cc3=O)N2)cc1 (configuration not stated)	-1	-13	0.9	i	-2	0.4	-2	-2	2
COc1ccc(C(c2c(C)[nH]n(C(N)=S)c2=O)C(C#N)C#N)cc1 (configuration not stated)	18	-1	-0.4	i	0	1.9	-2	2	0
Cc1ccc(C)c(NC(=O)CSc2nnc(NC(=O)C3CC3)s2)c1	17	-6	-0.3	i	1	-1.3	-2	-1	-5
Nc1nc(SCC(=O)N2CCN(c3ccccc3)CC2)n[nH]1	5	-7	-0.5	i	-5	-1.1	-2	3	-6
CC(=NNc1ccccc1)C(C)=NNc1ccccc1	-14	-3	0.3	i	2	0.1	2	4	-7
CCN1CCN(C(=O)CCS(=O)(=O)c2cc3c(cc2Cl)NC(=O)CO3)CC1	-4	-6	-0.1	i	0	-0.3	1	3	-10
CN(C)c1ccc(CNC(=O)C2(C)Cc3c(-c4ccccc4)ccnc3O2)cc1 (configuration not stated)	-5	3	-0.1	i	1	-0.5	-3	1	-4
